STAT1 act = activators of IFN-gamma induced STAT1 signaling. NIH 3T3 STAT1-luciferase reporter, luminescence; 100% = IFN-gamma alone, no compound. activation (% of control), % at 5.5 µM. hit rate 2.6% among 200,000;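 active = activation above the screen-wide mean activation plus 3 SD, cut at about 130% in these data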;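 note: raw ratio to IFN-gamma control signal so 100% means no change and 0% no light; values of inactives mirror those of a sister screen read the other way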
APP 5'UTR act = activates APP 5'UTR luciferase reporter; hit rate 1% among 190,000; SH-SY5Y APP 5'UTR luciferase reporter, luminescence; zero percent = DMSO vehicle wells; activation, % at 2 µM;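 active = activation above a set limit, based on mean plus 3 SD of controls, cut at about 140% in these data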; note: values of inactives mirror those of a sister screen read the other way
G6PDH counter = counter-screen for G6PDH assay hits: L. mesenteroides G6PDH inhibition | Purified L. mesenteroides G6PDH, diaphorase/resazurin coupled fluorescence, 45 min | inhibition, % at 5 µM | hit rate 0.12% among 200,000 | AID 1020; in the data active = inhibition above about 50%
TLR4-MyD88 BLA = TLR4-MyD88 interaction inhibition in cells; HeLa CL3-4 TLR4/MyD88 BLA complementation, FRET ratio; O00206+Q99836; hit rate 0.18% among 200,000; inhibition, % at 8.4 µM; AID 861; in the data active = inhibition above about 25%;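 note: 0% = vehicle and 100% = reference inhibitor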
Target sequence (O00206 whole entry, looked up): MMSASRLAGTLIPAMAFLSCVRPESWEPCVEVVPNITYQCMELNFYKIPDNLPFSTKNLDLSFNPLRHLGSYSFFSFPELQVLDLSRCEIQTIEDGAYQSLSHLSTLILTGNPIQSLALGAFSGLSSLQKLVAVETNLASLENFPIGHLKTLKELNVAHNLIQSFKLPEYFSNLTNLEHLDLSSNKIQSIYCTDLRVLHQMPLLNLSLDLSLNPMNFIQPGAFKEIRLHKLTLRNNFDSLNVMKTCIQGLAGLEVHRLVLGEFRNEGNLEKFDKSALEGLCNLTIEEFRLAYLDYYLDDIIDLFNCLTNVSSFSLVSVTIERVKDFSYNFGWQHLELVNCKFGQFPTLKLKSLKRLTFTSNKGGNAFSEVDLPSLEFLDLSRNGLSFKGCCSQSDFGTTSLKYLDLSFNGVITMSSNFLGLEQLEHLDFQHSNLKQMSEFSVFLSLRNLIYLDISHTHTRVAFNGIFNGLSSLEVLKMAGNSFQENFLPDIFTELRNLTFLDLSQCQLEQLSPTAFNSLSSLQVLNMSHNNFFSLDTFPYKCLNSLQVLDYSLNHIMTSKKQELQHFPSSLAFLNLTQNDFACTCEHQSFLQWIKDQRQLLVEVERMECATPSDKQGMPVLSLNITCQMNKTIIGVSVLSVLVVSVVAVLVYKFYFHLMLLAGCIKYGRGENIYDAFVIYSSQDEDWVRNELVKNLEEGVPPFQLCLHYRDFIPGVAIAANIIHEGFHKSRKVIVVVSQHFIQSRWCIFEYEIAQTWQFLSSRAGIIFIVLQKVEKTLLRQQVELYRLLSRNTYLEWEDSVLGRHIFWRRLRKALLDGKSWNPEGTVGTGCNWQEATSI
Target sequence (Q99836 whole entry, looked up): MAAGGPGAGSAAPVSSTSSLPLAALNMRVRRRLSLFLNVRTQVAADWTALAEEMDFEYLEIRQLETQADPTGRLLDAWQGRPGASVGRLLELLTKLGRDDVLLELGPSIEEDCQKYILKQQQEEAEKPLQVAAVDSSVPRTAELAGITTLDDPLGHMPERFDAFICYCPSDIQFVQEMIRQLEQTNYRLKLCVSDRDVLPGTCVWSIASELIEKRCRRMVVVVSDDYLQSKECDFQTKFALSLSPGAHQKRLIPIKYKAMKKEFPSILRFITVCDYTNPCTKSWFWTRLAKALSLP
FLuc stim CS = affects firefly luciferase, flagging false hits in luciferase stimulation screens. P08659. ATPlite luciferase biochemical, luminescence, 10 min; 0 = ATP-free wells, 1 = DMSO control. activation factor at 10 µM. 200,000 tested, under 10 active. AID 1027;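 active = luciferase activation factor, scaled between plate controls, of at least 2 with compound at 10 µM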
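Assay system: Luciferase/luciferin reagent mix; Medium: PBS as buffer for the ATP substrate; Dosing: test compounds dosed from 2 mM stocks in 100% DMSO; Times: 10 min, room temperature; Signal: luminescence from luciferase reaction; Read-out: luciferase activation; Controls: No-ATP low control, compound-free enzyme-plus-ATP high control.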
Diaph act CS = activates diaphorase or chemically reduces, flagging diaphorase assay artifacts; Diaphorase/resazurin coupled assay, resorufin fluorescence, 16 min; hits give high values; 1 = vehicle wells, 0 = NADH-free wells; activation factor at 20 µM; hit rate 0.005% among 190,000; AID 1229;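 active = diaphorase activity raised at least twofold by the compound at 20 µM; inactive = activation factor below 2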
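Assay system: Purified diaphorase enzyme from Clostridium kluyveri | Amount: Enzyme 0.07 U/mL final | Dosing: Compound 20 µM once, DMSO 1% | Timing: 16 min reaction at room temperature | Detection: Fluorescence, excitation 544 nm and emission 590 nm | Evaluation: Higher resorufin formation from activation or reduction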
Diaph inh CS = diaphorase inhibition or chemical oxidation counter-screen; diaphorase resazurin-to-resorufin fluorescence, NADH, 16 min; bacterial (C. kluyveri) enzyme, not human; inhibition, % at 20 µM; hit rate 0.69% among 190,000;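 active = primary screen inhibition at 20 µM above a set limit, cut at about 50% in these data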;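 note: plate controls were DMSO with full reaction for no effect and wells lacking NADH for full effect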
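System: Diaphorase enzyme from Clostridium kluyveri | Amount: Enzyme working solution with 0.14 U/mL diaphorase | Benchmarks: No-NADH positive control and DMSO neutral control | Signal: Fluorescence of resorufin formed from resazurin, Ex 544/Em 590 nm | Schedule: 16-min room-temperature incubation before reading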
NF-kB expr up = compounds increasing NF-kB expression in human neuronal cells. hit rate 1.6% among 190,000. AID 1239. NF-kB reporter expression; hits give high values. fold change at 12.5 µM; in the data active = fold change above about 3.3
APP transl inh = APP translation inhibition. SH-SY5Y APP 5'UTR-luciferase reporter, luminescence. inhibition, % at 2 µM. hit rate 0.82% among 190,000. AID 1285;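 active = inhibition above a set limit, derived from the sample mean plus 3 SD, cut at about 45% in these data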; note: values of inactives mirror those of a sister screen read the other way
FLuc inhib CS = Photinus pyralis luciferase inhibition counter-screen | P08659 | ATPLite firefly luciferase biochemical luminescence, 10 min | inhibition, % at 10 µM | hit rate 1.5% among 200,000 | AID 1006;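 active = inhibition above about 50% when tested at 10 µM, limit read from the data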
Active calls of the source: *; nt = no result given.

SMILES | STAT1 act | APP 5'UTR act | G6PDH counter | TLR4-MyD88 BLA | FLuc stim CS | Diaph act CS | Diaph inh CS | NF-kB expr up | APP transl inh | FLuc inhib CS
CCCCN1C(=O)/C(=C/C=C2/CC(C)(C)CN2C)SC1=S | 125 | 22 | 9 | 7 | 1 | 0.8 | 23 | 1.2 | -22 | 4
O=C(Nc1cccc(-c2nc3ccccc3s2)c1)c1ccc2c(c1)OCO2 | 94 | -7 | -2 | -10 | 1 | 0.9 | 13 | 1.2 | 7 | 0
CC(C)(O)C#Cc1ccc(C(=O)NCc2cccs2)s1 | 93 | 20 | 3 | -2 | 1 | 0.9 | 14 | 1.1 | -20 | -5
On1onc2c3cc(-c4ccccc4)nc3ccc21 | 115 | -61 | 8 | -19 | 1 | 0.8 | 23 | 2.3 | 61* | -5
CCOC(=O)c1nnsc1NC(=O)Nc1ccc(OC)cc1 | 97 | -4 | 4 | -16 | 1 | 1.1 | -6 | nt | 4 | -2
COc1cc(C)nc(N2CCCC(C(=O)Nc3cccc(Cl)c3C)C2)n1 (stereo not drawn) | 98 | 10 | 19 | 1 | 1 | 1 | -3 | 1.1 | -10 | 1
O=C(COC(=O)CNS(=O)(=O)/C=C/c1ccccc1)Nc1cccc2ccccc12 | 93 | 30 | 8 | 3 | 1.1 | 1 | 2 | 1.1 | -30 | -6
COc1ccc(C2C(C(=O)c3ccco3)=C(O)C(=O)N2CC2CCCO2)cc1 (stereo not drawn) | 93 | 21 | 12 | -10 | 1 | 0.8 | 23 | nt | -21 | -5
COc1nc(-c2ccc(Cl)cc2)ccc1-c1noc(-c2ccco2)n1 | 102 | 1 | 3 | 8 | 1.1 | 1 | -2 | 1.3 | -1 | -5
COc1ccc(NC(=O)CN(c2cc(C)cc(C)c2)S(=O)(=O)c2c(C)noc2C)cc1OC | 100 | -6 | 15 | -4 | 1 | 0.7 | 35 | 0.8 | 6 | -1
CC(=O)Nc1c([N+](=O)[O-])cc(C)c(Cl)c1[N+](=O)[O-] | 103 | -5 | 2 | 20 | 1 | 1 | -1 | 1.1 | 5 | -5
O=C1C2C(C(=O)N1CCc1ccccc1)C1C=CC2C12CC2 (stereo not drawn) | 97 | 6 | 5 | -9 | 1 | 0.8 | 16 | 1.7 | -6 | -1
CC(NC(=S)Nc1ccccc1Cl)C(c1ccccc1)N1CCOCC1 (stereo not drawn) | 104 | 8 | 2 | -7 | 1 | 1 | -2 | 0.98 | -8 | -4
COc1ccc(NC(=O)CSc2nc(C)cc(C)n2)cc1 | 97 | -23 | 13 | -1 | 1 | 0.9 | 14 | 1 | 23 | -4
COc1ccc(N=NC2=C(O)CC(C)(C)CC2=O)cc1 | 97 | 60 | 5 | -8 | 0.8 | 0.9 | 8 | 2.3 | -60 | 15
Cc1cc(C(=O)CN2C(=O)NC3(CCCCC3)C2=O)c(C)n1Cc1ccco1 | 158* | 122 | 5 | 7 | 1 | 0.9 | 7 | 1.2 | -122 | 4
CC(C)CC(=O)OCc1cn(-c2ccccc2)nn1 | 102 | nt | -3 | -2 | 1.1 | 0.9 | 8 | 1.2 | nt | -6
O=c1cc(N2CCc3ccccc3C2)[nH]c(=O)n1Cc1ccc(F)cc1 | 95 | 14 | 18 | -3 | 1 | 0.8 | 24 | 1 | -14 | -1
CSc1nc(N)c2c3c(sc2n1)COC(C(C)C)C3 (stereo not drawn) | 104 | 1 | 7 | -1 | 1.1 | 0.9 | 8 | 1.1 | -1 | -9
N/C(=N\OC(=O)/C=C/c1ccccc1)c1ccccc1 | 138* | 136* | 3 | -6 | 0.1 | 0.9 | 12 | 5.9* | -136 | 85*
c1ccc(-c2nnnn2CCOCCn2nnnc2-c2ccccc2)cc1 | 105 | -11 | -7 | -6 | 1 | 1 | 4 | 1.2 | 11 | 0
O=S(=O)(NCc1ccc(F)cc1)c1cccc(S(=O)(=O)N2CCOCC2)c1 | 99 | 0 | 0 | -7 | 1.1 | 0.9 | 13 | 1.1 | 0 | -7
Cc1cc(C)n2nc(SCCC(=O)NCc3ccccc3)nc2n1 | 97 | 7 | 2 | 4 | 1 | 0.7 | 28 | 1.2 | -8 | -4
CCOc1nc(-c2ccncc2)nc2ccccc12 | 95 | -4 | 9 | 1 | 1.1 | 1 | 0 | 0.96 | 4 | -5
CC1(C)CC(=O)C2=C(C1)NCN(Cc1ccccc1)C2 | 93 | 22 | 7 | 1 | 1.1 | 1.1 | -6 | 1.4 | -22 | -8
CCOC(=O)c1cc2ccc(OC(=O)c3ccco3)cc2oc1=O | 98 | 20 | -13 | -128 | 1 | 0.9 | 14 | 1.5 | -20 | 1
CN1CCN(C2=Cc3ccccc3Sc3cc(F)c(Cl)cc32)CC1 | 99 | -10 | 1 | -7 | 1 | 1 | -4 | 0.86 | 10 | -4
O=C(COc1ccccc1O)Nc1ccccc1Cl | 100 | 33 | 6 | 7 | 0.9 | 1.1 | -11 | 1.9 | -33 | 13
CCCCCCCCNC(=O)c1cccnc1SCC(=O)Nc1ccc(OC)cc1OC | 95 | 27 | -14 | -4 | 0.9 | 1.1 | -12 | 1 | -27 | 6
CC1(C(=O)NCC2CCCO2)Oc2cccnc2NC1=O (stereo not drawn) | 101 | -2 | 7 | 3 | 1 | 0.9 | 10 | nt | 2 | 0
NS(=O)(=O)c1ccc(CCN=C(NS(=O)(=O)c2cccs2)c2ccccc2)cc1 | 103 | -2 | 4 | 3 | 1 | 0.9 | 7 | 0.97 | 2 | -4
CC(C)(O)C(O)COc1c2ccoc2cc2oc(=O)ccc12 (stereo not drawn) | 101 | 6 | 4 | -2 | 1.1 | 0.9 | 8 | 1.1 | -6 | -12
O=[N+]([O-])c1ccc2c(c1)CNc1ccccc1O2 | 109 | 17 | 13 | 4 | 1 | 1 | -2 | 1.3 | -17 | -3
CCCCn1cc(C(=O)c2cc(Br)ccc2O)cc(C#N)c1=O | 87 | 11 | 3 | 1 | 1 | 0.9 | 12 | 0.88 | -11 | -4
Cc1ccc2c(c1)c1c(n2CC(O)Cn2nc(C)c(Br)c2C)C(=O)CCC1 (stereo not drawn) | 89 | 2 | -14 | -14 | 1 | 0.9 | 8 | 1.3 | -2 | -1
CCOc1ccc(OCC)c(NS(=O)(=O)c2cccc3nsnc23)c1 | 100 | 5 | 0 | -2 | 1.1 | 0.9 | 14 | 0.86 | -5 | -8
CC(C)CN1CCN(Cc2cnc(-c3ccc(Cl)cc3)nc2)CC1CCO (stereo not drawn) | 103 | 21 | 8 | 2 | 1.1 | nt | nt | 1.1 | -21 | -6
CC1C(=O)CCCCCCCCCC2C1(N1CCOCC1)CS2(=O)=O (stereo not drawn) | 99 | -8 | 19 | 7 | 1.1 | 1 | 4 | 1.1 | 8 | -5
Cc1ccc2c(c1)cc(CN(Cc1ccc3c(c1)OCO3)C(=O)c1ccccc1)c1nnnn12 | 108 | 20 | 7 | -1 | 1 | 1 | 4 | 1.6 | -20 | -4
O=c1[nH][nH]cc1C=Nc1ccc(Cl)cc1Cl | 94 | -64 | 2 | 0 | 0.9 | 0.8 | 15 | 1.2 | 64* | 11
COc1cc(Cl)cc(C2NC(=O)NC(C)=C2C(=O)NCc2ccccc2)c1O (stereo not drawn) | 106 | nt | -3 | -4 | 1 | 0.8 | 19 | 1.2 | 5 | -3
O=C(CCCc1c[nH]c2ccccc12)NCC1COc2ccccc2O1 (stereo not drawn) | 100 | 7 | 4 | -11 | 1.1 | 0.9 | 9 | 1.1 | -7 | -6
CCN1CCN(C(=O)CCc2ccc(S(=O)(=O)NCCc3ccccc3)cc2)CC1 | 93 | -56 | 6 | 12 | 1.1 | 0.9 | 10 | 1.1 | 56* | -8
CCN(CC(O)CON=C1c2ccccc2-c2ccccc21)S(=O)(=O)c1ccc(Cl)cc1 (stereo not drawn) | 102 | -2 | -19 | 5 | 1 | 0.9 | 13 | 0.52 | 2 | 0
COC(=O)/C(=N\Nc1ccccc1)Sc1nnc(-c2ccc(OC)cc2)n1C | 100 | 0 | -1 | -10 | 1 | 0.8 | 18 | 1 | 0 | -4
O=S(=O)(c1ccccc1)N1CCN(S(=O)(=O)c2ccccc2)C1 | 105 | 10 | 14 | 4 | 1 | 1.2 | -21 | 0.97 | -10 | -4
NNc1nc(C(F)(F)F)nc2ccccc12 | 101 | 19 | 1 | -16 | 1 | 0.9 | 8 | nt | -19 | 1
CC(=O)/C(C(=N)N1CCN(c2cccc(Cl)c2)CC1)=C(\C)O | 102 | 5 | 6 | 6 | 1 | 1.1 | -10 | 0.92 | -5 | -4
CN(C)S(=O)(=O)n1cnc2ccccc21 | 87 | -8 | 2 | -2 | 1.1 | 0.9 | 10 | 1.3 | 8 | -6
COC(=O)c1cc(Br)ccc1NC(=O)Nc1ccc(C)cc1 | 78 | -9 | nt | -7 | nt | nt | nt | nt | 9 | nt

2 consecutive records out of the list so far, quoted:
SMILES | STAT1 act | APP 5'UTR act | G6PDH counter | TLR4-MyD88 BLA | FLuc stim CS | Diaph act CS | Diaph inh CS | NF-kB expr up | APP transl inh | FLuc inhib CS
CN(C)S(=O)(=O)n1cnc2ccccc21 | 87 | -8 | 2 | -2 | 1.1 | 0.9 | 10 | 1.3 | 8 | -6
COC(=O)c1cc(Br)ccc1NC(=O)Nc1ccc(C)cc1 | 78 | -9 | nt | -7 | nt | nt | nt | nt | 9 | nt

Next section.
SMILES | STAT1 act | APP 5'UTR act | G6PDH counter | TLR4-MyD88 BLA | FLuc stim CS | Diaph act CS | Diaph inh CS | NF-kB expr up | APP transl inh | FLuc inhib CS
Cc1cc(C(=O)N2CCc3c([nH]c4ccccc34)C2c2c(F)cccc2Cl)no1 (stereo not drawn) | 94 | -10 | 1 | -11 | 1.1 | 0.4 | 57* | nt | 10 | -6
CCOC(=O)CCCCC(=O)NC(CO)C(=O)NC (stereo not drawn) | 104 | 5 | 5 | -8 | 1 | 0.9 | 9 | 1.4 | -5 | -5
NC(=O)C1CCN(C(=O)N2c3ccccc3Sc3ccccc32)CC1 | 98 | 3 | 8 | 1 | 1 | 1 | -1 | 1 | -3 | 0
CC(NC(=O)c1cc(-c2ccccc2)nc2ccccc12)C1CCCO1 (stereo not drawn) | 101 | 1 | 17 | -10 | 1 | 0.9 | 12 | 1.2 | -1 | -2
CCOc1ccc(Oc2c(/C=N/NC(C)=O)c(C)nn2-c2ccccc2)cc1 | 98 | -3 | -23 | -7 | 1 | 0.9 | 11 | 0.99 | 3 | -4
Cc1ccc(C)c(NC(=O)CSc2nnc(CCNC(=O)OC(C)(C)C)o2)c1 | 102 | -7 | 1 | 2 | 1.1 | 0.9 | 12 | 1.1 | 8 | -8

Shown as a hit in APP 5'UTR act, among the entries above:
SMILES	STAT1 act	APP 5'UTR act	TLR4-MyD88 BLA	FLuc stim CS	Diaph act CS	NF-kB expr up	APP transl inh
N/C(=N\OC(=O)/C=C/c1ccccc1)c1ccccc1	138*	136*	-6	0.1	0.9	5.9*	-136

An unsorted share of the library; about 5.6% have a hit in one of these screens.
